TexasRed fluor = Texas Red fluorescence interference in TRb-SRC2 counter-screen | TRb/SRC2 Texas Red total fluorescence interference | Potency, µM (series often up to 106 µM), for the others: at the top dose fluorescence change, negative = quenching | 0.29% of 280,000 active; active = well fitted curve in either direction with a large enough effect; inconclusive = small, poorly fitted or top-dose-only effect; also: % is scaled to controls: 0 for no effect and ±100 for the full control effect
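Human TRb ligand-binding domain at 0.6 uM with 20 nM Texas Red SRC2 peptide in Tris buffer containing 1 uM T3 and 5% DMSO, incubated with compound 5 h at ambient temperature. Total fluorescence (555/632 nm) calculated as parallel + 2 × perpendicular.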
RECQ1 inh = blocks DNA unwinding by human RECQ1 | RECQ1 DNA unwinding, red fluorescence kinetic read | AID 2549 | 0.54% of 240,000 active | Potency, µM (doses to about 57.3 µM), inactives show at the highest dose activity, negative = inhibition, actives largely listed as inhibitors;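 also: plate controls were vehicle for no effect and no enzyme for full effect; nearly all actives have a fitted effect of over 30% in size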
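50 nM RECQ1T1 preincubated 15 min with compound in Tris pH 8.0 buffer with MgCl2, DTT, Tween-20 and 2.5 ug/ml poly(dI-dC); started with 200 nM TAMRA/BHQ-2 forked duplex and 2 mM ATP. Unwinding read as fluorescence (525/598 nm), two reads 2 h apart.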
TRb SRC2 PPI = inhibitors of human thyroid hormone receptor beta-SRC2 interaction. P10828. TRbeta-SRC2 peptide binding, fluorescence polarization; receptor liganded with 1 µM T3. Potency, µM (top dose mostly 106 µM), for inactives: top-dose activity change, negative = inhibition, usual class: inhibitors. 0.065% of 280,000 active. AID 1469;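 also: plate controls were bound peptide for no effect and peptide without receptor for full effect; nearly all actives have a fitted effect of over 50% in size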
Target sequence (P10828 whole entry, looked up): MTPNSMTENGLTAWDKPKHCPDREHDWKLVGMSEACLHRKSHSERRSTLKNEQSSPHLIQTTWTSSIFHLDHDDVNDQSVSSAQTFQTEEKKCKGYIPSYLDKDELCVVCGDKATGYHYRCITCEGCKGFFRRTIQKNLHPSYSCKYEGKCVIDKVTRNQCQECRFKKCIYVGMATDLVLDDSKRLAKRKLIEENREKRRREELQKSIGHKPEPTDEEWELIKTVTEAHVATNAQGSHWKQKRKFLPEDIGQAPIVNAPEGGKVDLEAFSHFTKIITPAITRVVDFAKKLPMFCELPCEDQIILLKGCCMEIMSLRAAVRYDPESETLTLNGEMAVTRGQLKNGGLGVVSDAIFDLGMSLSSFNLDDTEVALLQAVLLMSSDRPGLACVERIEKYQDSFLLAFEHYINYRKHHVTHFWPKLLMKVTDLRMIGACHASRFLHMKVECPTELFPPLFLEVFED
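Decrease in fluorescence polarization of 20 nM Texas Red SRC2 coactivator peptide flagged inhibition of its binding to 0.6 uM TRb LBD; 1 uM T3 included, incubation 5 hr, ex 555/em 632 nm.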
GoLoco inh red = inhibitors of human Gai1-RGS12 GoLoco interaction (red fluorophore); AID 880; P63096; Gai1:RGS12 GoLoco peptide FP, rhodamine, 10 min; 0.44% of 230,000 active; Potency, µM (highest dose often 61.6 µM), for inactives: at the highest dose activity, negative = inhibition, actives largely listed as inhibitors; active = well fitted inhibition curve with a large enough effect, not every such curve was filed as active; inactive = no such curve, though single readings can be large or run the other way; also: % is scaled to controls: 0 for no effect and ±100 for the full control effect; nearly all actives have a fitted effect of over 30% in size; many of its hits are not listed in these tables
Lamin A splicing = modulators of lamin A splicing; HeLa LMNA splicing GFP/RFP minigene ratio, 48 h; Potency, µM (doses to about 46.1 µM), inactives show at the top dose ratio change, negative = inhibition, most hits filed as inhibitors; 0.01% of 200,000 active; AID 1487; active = well fitted inhibition curve with a large enough effect in the signal ratio, with a control signal flat, not every such curve was filed as active; inconclusive = small, poorly fitted or top-dose-only effect, or effect the other way, or a change in a side signal; the % refers to the signal ratio; also: % is scaled to controls: 0 for no effect and ±100 for the full control effect
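Read-out is the ratio of GFP to DsRed2 object intensity, acquired by 488 nm laser-scanning cytometry on HeLa lamin A-EGFP minigene reporter cells. Compound incubation 48 hrs at 37 °C in Opti-MEM with 2% FBS; DMSO 0.5% final.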
KDM4E inh = JMJD2E (human) inhibition | JMJD2E catalytic domain, FDH-coupled NADH fluorescence (FDH is formaldehyde dehydrogenase) | Potency, µM (top dose mostly 57.1 µM), for inactives: at the highest dose activity change, negative = inhibition, hits mostly inhibitors | 1.6% of 230,000 active | AID 2147; active = well fitted inhibition curve with a large enough effect, not every such curve was filed as active; inconclusive = small, poorly fitted or top-dose-only effect, or another doubt; inactive = no such curve, though single readings can be large or run the other way;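 also: 0% = wells with enzyme and -100% = buffer wells without enzyme; nearly all actives have a fitted effect of over 50% in size; many of its hits are not listed in these tables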
Target sequence (B2RXH2 1-337 limits assumed): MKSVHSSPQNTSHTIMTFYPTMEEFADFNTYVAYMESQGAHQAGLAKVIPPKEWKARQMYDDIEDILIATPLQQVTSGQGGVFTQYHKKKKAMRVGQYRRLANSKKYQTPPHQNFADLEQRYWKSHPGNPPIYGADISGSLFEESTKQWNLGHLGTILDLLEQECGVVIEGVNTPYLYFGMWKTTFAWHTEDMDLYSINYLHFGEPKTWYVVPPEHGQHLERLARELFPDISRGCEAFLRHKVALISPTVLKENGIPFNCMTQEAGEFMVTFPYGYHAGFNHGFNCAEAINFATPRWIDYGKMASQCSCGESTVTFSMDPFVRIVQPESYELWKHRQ
ALDH1A1 block = inhibitors of human aldehyde dehydrogenase 1A1; Purified ALDH1A1, NADH fluorescence, propionaldehyde substrate; 7.3% of 220,000 active; Potency, µM (top dose mostly 75.3 µM), inactives show at the highest dose activity, negative = inhibition, usual class: inhibitors; P00352; active = well fitted inhibition curve with a large enough effect, not every such curve was filed as active; inconclusive = small, poorly fitted or top-dose-only effect, or another doubt; inactive = no such curve, though single readings can be large or run the other way;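 also: plate controls were no enzyme wells and a reference inhibitor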
SMN2 splice enh = SMN2 splice variant enhancement; HEK293 SMN2-luciferase splicing reporter, luminescence, 30-36 h; Potency, µM (highest dose often 46.1 µM), for the others: top-dose activity change, positive = activation, hits mostly activators; 2.8% of 210,000 active; AID 1458; also: % of control where 0% means no effect; nearly all actives have a fitted effect of over 55% in size
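HEK293 cells carry an SMN2 […]–luciferase reporter in which exon 7 inclusion puts luciferase in frame. Cells were plated 10-12 h before compound addition, then incubated 30-36 h at 37C. ONE-Glo luminescence was read; sodium butyrate at 4.5 mM final served as control.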
The depositor's hits bear a star; [ ] = another dose, or the depositor's remark. Unless noted, calls follow the shape of the dose curve; as a rule, active = well fitted curve in the direction sought with a large enough effect; inconclusive = small, poorly fitted or top-dose-only effect, or another doubt; inactive = no such curve, though single readings can be large; an effect the other way counts as inactive or inconclusive. Potency is read from the fitted curve at half-maximal effect. This is a subset (hit frequency here may not be typical).

Screening CSc1nc(NCc2ccccc2)c2c3c(sc2n1)CN(C)CC3 returned TexasRed fluor 1%, RECQ1 inh -12%, TRb SRC2 PPI -17%, GoLoco inh red -1%, Lamin A splicing -12%, KDM4E inh inconclusive, ALDH1A1 block inconclusive and SMN2 splice enh 16%.
CC1CCCN(CC(O)COC(c2ccccc2)c2ccccc2)C1 (configuration not stated) was read as TexasRed fluor 0%, RECQ1 inh -5%, TRb SRC2 PPI 5%, GoLoco inh red 13%, Lamin A splicing -16%[46 µM], KDM4E inh 15%, ALDH1A1 block 6% and SMN2 splice enh -4%.
COCCOc1cc(Nc2nnc(C(F)(F)F)s2)c(Cl)cc1Cl was read as TexasRed fluor -4%, RECQ1 inh 5%, TRb SRC2 PPI -3%, GoLoco inh red -22%, Lamin A splicing -12%, KDM4E inh 1%, ALDH1A1 block inconclusive and SMN2 splice enh -49%[inhibitor].
Screening Cc1ccc(C)c(C(=O)COC(=O)c2cc([N+](=O)[O-])ccc2NCCO)c1 returned TexasRed fluor -5%, RECQ1 inh -14%, TRb SRC2 PPI -3%, Lamin A splicing -5%, KDM4E inh 1% and ALDH1A1 block inconclusive.
`Cc1cccc(NS(=O)(=O)c2cccs2)n1` gave TexasRed fluor -2%, RECQ1 inh inactive, TRb SRC2 PPI -1%, GoLoco inh red 8%, Lamin A splicing 6%, KDM4E inh inconclusive, ALDH1A1 block inconclusive and SMN2 splice enh -14%.
For O=C(COC(=O)c1n[nH]c2ccccc12)NC(=O)NCc1ccco1 the results were TexasRed fluor -2%, RECQ1 inh inactive, TRb SRC2 PPI -2%, GoLoco inh red 20%, Lamin A splicing inconclusive, KDM4E inh inconclusive, ALDH1A1 block inconclusive and SMN2 splice enh -5%.
Screening CC(C)CC(=O)Nc1ccc(C(=O)Cn2c(=O)oc3ccccc32)cc1 returned TexasRed fluor -4%, RECQ1 inh -4%, TRb SRC2 PPI 0%, GoLoco inh red 8%, KDM4E inh 2%, ALDH1A1 block -13% and SMN2 splice enh -4%.
`CCCCOC(=O)Cn1c(=N)n(CCC)c2ccccc21` gave TexasRed fluor 0%, RECQ1 inh inactive, TRb SRC2 PPI -15%, GoLoco inh red -30%, Lamin A splicing 3%, KDM4E inh 6%, ALDH1A1 block -9% and SMN2 splice enh 14%.
`N#Cc1cccc(NC(=O)N2CC[C@@]3(CCCN(S(=O)(=O)c4ccccc4)C3)C2)c1` gave RECQ1 inh inactive, GoLoco inh red -15%, ALDH1A1 block -1% and SMN2 splice enh -31%[inhibitor].
Screening COc1ccccc1C(=O)Nc1nc(-c2ccc(S(=O)(=O)N3CCOCC3)cc2)cs1 returned TexasRed fluor -1%, RECQ1 inh 11%, TRb SRC2 PPI 6%, GoLoco inh red 31%[activator], Lamin A splicing inconclusive, KDM4E inh inconclusive, ALDH1A1 block inconclusive and SMN2 splice enh -80%[inhibitor].
`C#CC(C)(CC)NC(=O)c1cc(OC)c(OC)c(OC)c1` (configuration not stated) gave TexasRed fluor 1%, RECQ1 inh -3%, TRb SRC2 PPI -11%, GoLoco inh red 5%, Lamin A splicing 10%, KDM4E inh 8%, ALDH1A1 block 6% and SMN2 splice enh -3%.
O=C(C1CCN(S(=O)(=O)c2cnc[nH]2)CC1)N(CCc1ccccc1)Cc1ccccc1 was read as TexasRed fluor -3%, RECQ1 inh -3%, TRb SRC2 PPI 3%, GoLoco inh red 11%, Lamin A splicing -20%[46 µM], KDM4E inh 2%, ALDH1A1 block -3% and SMN2 splice enh -13%.
For CCOC(=O)N1CCN(C(=O)c2cccc(OC)c2OC)CC1 the results were TexasRed fluor -1%, RECQ1 inh -15%, TRb SRC2 PPI -7%, GoLoco inh red 2%, Lamin A splicing 2%, KDM4E inh -1%, ALDH1A1 block -4% and SMN2 splice enh -11%.
Screening CC1CCCN(S(=O)(=O)c2ccc(C(=O)Nc3nnc(-c4ccccn4)o3)cc2)C1 (configuration not stated) returned TexasRed fluor -3%, RECQ1 inh 0%, TRb SRC2 PPI 3%, GoLoco inh red 33%[activator], KDM4E inh inconclusive, ALDH1A1 block inconclusive and SMN2 splice enh -77%[inhibitor].
`CC1(C)Oc2ccc(C(=O)N3CCCCC3)cc2N(CC(=O)NCc2ccccc2)C1=O` gave TexasRed fluor 3%, RECQ1 inh inactive, TRb SRC2 PPI 2%, GoLoco inh red 2%, Lamin A splicing 0%, KDM4E inh -1%, ALDH1A1 block inconclusive and SMN2 splice enh 27%.
For CC(=O)c1cccc(N2C(=NC(=O)C(C)C)SC3CS(=O)(=O)CC32)c1 (configuration not stated) the results were TexasRed fluor 0%, RECQ1 inh -3%, TRb SRC2 PPI 8%, Lamin A splicing 9%, KDM4E inh 10% and ALDH1A1 block -15%.
Cc1ccc(-n2nnnc2SCC(N)=O)c(C)c1 was read as TexasRed fluor 0%, RECQ1 inh 5%, TRb SRC2 PPI 2%, GoLoco inh red -5%, Lamin A splicing -7%, KDM4E inh 5%, ALDH1A1 block 2% and SMN2 splice enh -9%.
CC(O)CNc1nc2c(c(=O)n(Cc3ccc(Cl)c(Cl)c3)c(=O)n2C)n1C (configuration not stated) was read as TexasRed fluor -3%, RECQ1 inh 3%, TRb SRC2 PPI 7%, GoLoco inh red 6% and KDM4E inh 9%.
Screening Cc1cccc(C)c1NC(=O)C(=O)NCc1ccccn1 returned TexasRed fluor -3%, RECQ1 inh -6%, TRb SRC2 PPI -7%, GoLoco inh red 8%, Lamin A splicing -1%, KDM4E inh 8%, ALDH1A1 block -2% and SMN2 splice enh 9%.
`O=C1C=C(NC2=CC3OC(c4ccccc4)OCC3OC2=O)CCC1` (configuration not stated) gave TexasRed fluor -1%, RECQ1 inh -6%, TRb SRC2 PPI -5%, GoLoco inh red 1%, Lamin A splicing inconclusive, KDM4E inh 6%, ALDH1A1 block -9% and SMN2 splice enh -5%.
`O=C(Cn1cc(C(F)(F)F)ccc1=O)Nc1cc(S(=O)(=O)N2CCOCC2)ccc1Cl` gave TexasRed fluor -1%, RECQ1 inh -9%, TRb SRC2 PPI -13%, GoLoco inh red 8%, Lamin A splicing -2%, KDM4E inh -2%, ALDH1A1 block 10% and SMN2 splice enh -7%.
Screening CC(C)c1nc(CNC(=O)CCc2nnc(-c3ccsc3)o2)cs1 returned TexasRed fluor -1%, RECQ1 inh 0%, TRb SRC2 PPI 0%, GoLoco inh red 13%, Lamin A splicing 7%[46 µM], KDM4E inh 21%, ALDH1A1 block inconclusive and SMN2 splice enh 1%.
Screening CCC(C)[C@H](NC(=O)N1CCCCCC1)C(=O)O (some centres not stated) returned TexasRed fluor 0%, RECQ1 inh -4%, TRb SRC2 PPI 4%, GoLoco inh red 8% and KDM4E inh 2%.
For CCSc1nc2c(cnn2-c2ccc(C)cc2)c(=O)[nH]1 the results were TexasRed fluor -3%, RECQ1 inh -3%, TRb SRC2 PPI -3%, GoLoco inh red -3%, Lamin A splicing inconclusive, KDM4E inh 1%, ALDH1A1 block 4% and SMN2 splice enh 4%.

Continued; the last 3 above are carried over.
Screening CC(C)c1nc(CNC(=O)CCc2nnc(-c3ccsc3)o2)cs1 returned TexasRed fluor -1%, RECQ1 inh 0%, TRb SRC2 PPI 0%, GoLoco inh red 13%, Lamin A splicing 7%[46 µM], KDM4E inh 21%, ALDH1A1 block inconclusive and SMN2 splice enh 1%.
Screening CCC(C)[C@H](NC(=O)N1CCCCCC1)C(=O)O (some centres not stated) returned TexasRed fluor 0%, RECQ1 inh -4%, TRb SRC2 PPI 4%, GoLoco inh red 8% and KDM4E inh 2%.
For CCSc1nc2c(cnn2-c2ccc(C)cc2)c(=O)[nH]1 the results were TexasRed fluor -3%, RECQ1 inh -3%, TRb SRC2 PPI -3%, GoLoco inh red -3%, Lamin A splicing inconclusive, KDM4E inh 1%, ALDH1A1 block 4% and SMN2 splice enh 4%.
`O=C(CCNS(=O)(=O)c1ccc2c(c1)CCC(=O)N2)Nc1ccc2c(c1)OCCO2` gave TexasRed fluor -1%, RECQ1 inh -12%, TRb SRC2 PPI 5%, Lamin A splicing 3%, KDM4E inh -1% and ALDH1A1 block 7%.
For CCSc1nnc(NC(=O)CSc2nccn2-c2cccc(C)c2C)s1 the results were TexasRed fluor -3%, RECQ1 inh inactive, TRb SRC2 PPI -5%, Lamin A splicing inconclusive, KDM4E inh 1% and ALDH1A1 block inconclusive.
`COC(=O)c1sc(NC(=O)C2CCCCC2C(=O)O)c(C(=O)OC)c1C` (configuration not stated) gave TexasRed fluor 0%, RECQ1 inh -5%, TRb SRC2 PPI -8%, Lamin A splicing -2%, KDM4E inh 2% and ALDH1A1 block inconclusive.
Screening C#CCOCCOCCOCCNc1nc(N2CCN(C(=O)[C@H](C(C)C)n3cc(CCO)nn3)CC2)nc(N2CCN(C(=O)[C@H]([C@@H](C)CC)n3cc(CCCN=C(N)N)nn3)CC2)n1 returned TexasRed fluor 0%, RECQ1 inh -1%, TRb SRC2 PPI 7%, GoLoco inh red -10%, Lamin A splicing inconclusive, KDM4E inh -5%, ALDH1A1 block 3% and SMN2 splice enh -14%.
COc1ccc(OC)c(C(=O)c2ccc(C(=O)O)cc2)c1 was read as TexasRed fluor -1%, RECQ1 inh 9%, TRb SRC2 PPI 2%, GoLoco inh red 1%, Lamin A splicing 6%, KDM4E inh -14%, ALDH1A1 block 21% and SMN2 splice enh -28%.
For CC(=O)Oc1ccc(C(=O)Cc2ccccn2)c(O)c1 the results were TexasRed fluor -5%, RECQ1 inh -2%, TRb SRC2 PPI -5%, GoLoco inh red -5%, Lamin A splicing -18%, KDM4E inh inconclusive, ALDH1A1 block 8% and SMN2 splice enh -5%.
